Compound activity deposited in PubChem BioAssay by several laboratories.
T cell modulator = T cell immune modulation candidate; hit rate 0.068% among 330,000; AID 2052; calls only at 7 µM; 2C CD8+ T cell-vesicle binding, flow cytometry; active compounds read low;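 active means response, share of CD8 T cells binding vesicles, and their 90th percentile fluorescence all below set limits, cut at about 80% in these data, passing the limit was not always enough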
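Material: murine 2C transgenic CD8+ T lymphocytes / Also added: QL9-peptide-loaded Drosophila micro-vesicles bearing Ld, ICAM-1 and B7-1 / Schedule: binding step 1.5 h, 37 °C, antibody labelling 20 min, ice / Signal: flow cytometry, PE anti-B7-1 (FL2) versus Alexa647 anti-CD8 (FL8), PFA-fixed / Evaluation: percent CD8+ FL2 mean versus row control / Benchmarks: naked versus QL9-loaded vesicles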
GPR55 beta-arrestin = selective activators of receptor GPR55 – imaging, U2OS cells, beta-arrestin-GFP redistribution, primary screen (AID 1961); U2OS GPR55 beta-arrestin-GFP redistribution imaging; higher % means a stronger effect; activation, % at 10 µM, or EC50 in µM where a hit was titrated; hit rate 0.048% among 290,000;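 active means activation above 40% with more than 50 cells counted in the well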;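 further: U2OS osteosarcoma cells stably expressing GPR55 and beta-arrestin-GFP; plate controls were DMSO negative control for no effect and LPI positive control for full effect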
GPR55 antagonists = GPR55 antagonists blocking LPI-driven arrestin recruitment, primary screen, imaging, U2OS, beta-arrestin-GFP, LPI agonist (AID 2013); U2OS GPR55 beta-arrestin-GFP translocation imaging, LPI antagonism; higher % means a stronger effect; one-dose inhibition, % at 10 µM; IC50 in µM for titrated hits; hit rate 0.13% among 290,000;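 active means spots per cell inhibited over 60%, with over 100 cells counted and total cytoplasm intensity under 500,000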;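 further: U2OS cells stably carrying GPR55 and arrestin-GFP stimulated by 5 µM LPI near EC80; imaged beta-arrestin-GFP aggregate spots per cell after agonist stimulation; plate controls were LPI-stimulated DMSO wells for no effect and DMSO wells without LPI for full effect; some results filed as inactive read as strong as hits; confirmed hits need IC50 under 10 µM and bright autofluorescent wells are also inconclusive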
NTR1 agonist = agonists of NTR1, primary screen, imaging, U2OS cells, beta-arrestin-GFP, high content (AID 493036) | P30989 | NTR1-U2OS beta-arrestin-GFP spot imaging, agonist mode | hit rate 0.17% among 330,000 | activation, % at 20 µM;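 active means activation at or above 40% of the spot to cytoplasm intensity ratio, with at least 20 cells analyzed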;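 further: 0% = DMSO without peptide and 100% = 100 nM NTR1 peptide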
Target sequence (P30989 whole entry, looked up): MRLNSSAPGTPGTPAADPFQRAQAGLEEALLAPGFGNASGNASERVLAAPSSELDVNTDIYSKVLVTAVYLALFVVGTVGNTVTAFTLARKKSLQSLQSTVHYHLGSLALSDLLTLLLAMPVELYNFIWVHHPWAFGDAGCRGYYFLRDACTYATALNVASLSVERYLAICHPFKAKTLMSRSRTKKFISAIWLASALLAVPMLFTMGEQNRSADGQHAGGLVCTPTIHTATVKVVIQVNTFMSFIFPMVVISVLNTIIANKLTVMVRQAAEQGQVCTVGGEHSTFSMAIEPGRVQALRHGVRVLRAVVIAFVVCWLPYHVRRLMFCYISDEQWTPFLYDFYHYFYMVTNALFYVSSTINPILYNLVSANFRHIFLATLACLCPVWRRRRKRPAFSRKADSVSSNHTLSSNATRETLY
Large T inhibition = SV40 large T antigen inhibitors, biochemical (AID 1903); hit rate 0.39% among 310,000; SV40 large T antigen ATPase/helicase inhibition assay; higher % means a stronger effect; one-dose inhibition, % at 20 µM; IC50 in µM for titrated hits; in the data active means a potency from the dose series; further: strong numbers were not always called active
MgcRacGAP inhibition = MgcRacGAP GTPase-activating activity inhibitors, confirmation, biochemical, ADP Hunter fluorescence. MgcRacGAP-stimulated Rac1 GTP hydrolysis, ADP Hunter fluorescence; higher % means a stronger effect; GST-tagged Rac1 F28L mutant substrate. inhibition, % at 30 µM; hits with a dose series show IC50 in µM. hit rate 0.6% among 340,000;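 active means first-screen hits whose inhibition reached a set limit at any dose in the follow-up dose series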;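 further: fluorescence reports GDP produced by GAP-driven GTP hydrolysis; strong numbers were not always called active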
GPR35 antagonists = inhibition of zaprinast-stimulated GPR35 beta-arrestin translocation – imaging, U2OS, beta-arrestin-GFP, zaprinast agonist, primary screen (AID 2058) | U2OS GPR35 beta-arrestin-GFP translocation imaging, zaprinast antagonism; higher % means a stronger effect | hit rate 0.052% among 290,000 | inhibition, % at 10 µM; hits with a dose series show IC50 in µM;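 active means inhibition of at least 50% with at least 30 cells and total cytoplasm GFP at most 10,000,000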
LYP inhibition = inhibitors of LYP phosphatase, biochemical, fluorescence intensity, uHTS (AID 1779); recombinant LYP phosphatase, fluorescence intensity; higher % means a stronger effect; one-dose inhibition, % at 11.5 µM; IC50 in µM for titrated hits; hit rate 0.054% among 290,000; in the data active means inhibition above about 50%;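 further: plate controls were vehicle with enzyme for no effect and no enzyme for full effect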
Lipid droplet = hepatic lipid droplet formation modulation. AML12 mouse hepatocytes, oleate lipid droplets, BODIPY imaging. AID 1656. inhibition, % at 6.5 µM. hit rate 0.4% among 240,000;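 active means lipid droplet intensity inhibited by at least 50%, with more than 500 cells counted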
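Assay system: AML12 mouse liver cells | Compound: 6.5 µM single-point dosing | Schedule: Overnight exposure | Technique: Fluorescence imaging, 20x objective, two fields per well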
Lipid droplet cells 6.5 µM = also measured in Lipid droplet; calls as there; cell count; measured here: cell count, cytotoxicity flag;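 cells counted across two imaged fields per well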
T cell modulator vesicle-bound % = recorded beside T cell modulator, whose call it bears; double positive events, %; measured here: CD8+ vesicle-bound cell fraction;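 binding gate set so that unloaded-vesicle control wells show 10% double positive cells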
NTR1 agonist cell count 20 µM = second read-out of NTR1 agonist, no call of its own (marks repeat the call); cell count; measured here: cell count, cytotoxicity flag
Active calls of the source: *.

Cn1c2ccccc2n2c(=O)c(=O)n(CC(=O)c3ccc(F)cc3)nc12 was read as T cell modulator inactive, GPR55 beta-arrestin -0.2%, GPR55 antagonists -25%, NTR1 agonist -1.2, Large T inhibition 9%, MgcRacGAP inhibition 4%, GPR35 antagonists 24%, LYP inhibition 0%, T cell modulator vesicle-bound % 10 and NTR1 agonist cell count 20 µM 62.
CC(C)C[C@H](NC(=O)c1[nH]cnc1C(=O)Nc1ccc(CNC(=O)OC(C)(C)C)cc1)C(=O)OC(C)(C)C was read as T cell modulator inactive, GPR55 beta-arrestin -0.1%, GPR55 antagonists 25%, NTR1 agonist 34, Large T inhibition 4%, MgcRacGAP inhibition 9%, GPR35 antagonists -20%, LYP inhibition 26%, Lipid droplet -14, Lipid droplet cells 6.5 µM 696, T cell modulator vesicle-bound % 58 and NTR1 agonist cell count 20 µM 99.
For O=C1N(O)C2(C=CCCC2)/C(=N\O)C12CCCCC2 (centres undefined) the results were T cell modulator inactive, GPR55 beta-arrestin 1.0%, GPR55 antagonists -15%, NTR1 agonist -1.9, Large T inhibition -3%, MgcRacGAP inhibition 0%, GPR35 antagonists -8%, LYP inhibition -4%, T cell modulator vesicle-bound % 38 and NTR1 agonist cell count 20 µM 59.
For O=C(Oc1ccc([N+](=O)[O-])cc1)c1cc(-c2ccccc2)nc2ccccc12 the results were T cell modulator inactive, GPR55 beta-arrestin 2.3%, GPR55 antagonists 16%, NTR1 agonist -1.1, Large T inhibition 3%, MgcRacGAP inhibition 9%, GPR35 antagonists -4%, LYP inhibition -6%, T cell modulator vesicle-bound % 27 and NTR1 agonist cell count 20 µM 44.
CCCC(C)NCC(=O)Nc1ccccc1-c1ccccc1 (centres undefined) was read as T cell modulator inactive, GPR55 beta-arrestin 0.3%, GPR55 antagonists 9%, NTR1 agonist -0.7, Large T inhibition 1%, MgcRacGAP inhibition 20%, GPR35 antagonists -10%, LYP inhibition -6%, Lipid droplet -14, Lipid droplet cells 6.5 µM 784, T cell modulator vesicle-bound % 37 and NTR1 agonist cell count 20 µM 67.
Clc1ccc(/C(Cc2nc3ccccc3[nH]2)=N\Nc2ccccc2)cc1 was read as T cell modulator inactive, GPR55 beta-arrestin 0.4%, GPR55 antagonists -2%, NTR1 agonist 6.6, Large T inhibition 14%, MgcRacGAP inhibition 0%, GPR35 antagonists 7%, LYP inhibition 2%, Lipid droplet -38, Lipid droplet cells 6.5 µM 694, T cell modulator vesicle-bound % 70 and NTR1 agonist cell count 20 µM 81.
COCCNC(=O)CN(c1ccccc1OC)S(C)(=O)=O was read as T cell modulator inactive, GPR55 beta-arrestin 0.3%, GPR55 antagonists 7%, NTR1 agonist -0.7, Large T inhibition 3%, MgcRacGAP inhibition 3%, GPR35 antagonists 8%, LYP inhibition -2%, T cell modulator vesicle-bound % 25 and NTR1 agonist cell count 20 µM 50.
COc1ccc(NC(=O)c2coc3ccccc23)cc1OC was read as T cell modulator inactive, GPR55 beta-arrestin -0.1%, GPR55 antagonists 13%, NTR1 agonist -1.0, Large T inhibition 9%, MgcRacGAP inhibition 8%, GPR35 antagonists -2%, LYP inhibition -5%, T cell modulator vesicle-bound % 46 and NTR1 agonist cell count 20 µM 52.
`CC(C)(C)OC(=O)[C@H](Cc1ccccc1)NC(=O)c1[nH]cnc1C(=O)Nc1cccc(Cl)c1` gave T cell modulator inactive, GPR55 beta-arrestin -0.1%, GPR55 antagonists 6%, NTR1 agonist 27, Large T inhibition 13%, MgcRacGAP inhibition 6%, GPR35 antagonists -6%, LYP inhibition 10%, Lipid droplet -9, Lipid droplet cells 6.5 µM 715, T cell modulator vesicle-bound % 20 and NTR1 agonist cell count 20 µM 103.
Screening CCOc1ccc(CN(C)CC(=O)Nc2ccc(N3CCOCC3)cc2)cc1OC returned T cell modulator inactive, GPR55 beta-arrestin 0.2%, GPR55 antagonists -5%, NTR1 agonist -0.3, Large T inhibition 6%, MgcRacGAP inhibition 3%, GPR35 antagonists -23%, LYP inhibition -1%, Lipid droplet -8, Lipid droplet cells 6.5 µM 693, T cell modulator vesicle-bound % 46 and NTR1 agonist cell count 20 µM 46.
For COc1c(F)cc2[nH]c3c(c2c1F)CCNC3=O the results were T cell modulator inactive, NTR1 agonist -0.4, Large T inhibition 12%, MgcRacGAP inhibition 5%, T cell modulator vesicle-bound % 18 and NTR1 agonist cell count 20 µM 94.
`NC(=O)NCCc1ccccc1` gave T cell modulator inactive, GPR55 beta-arrestin 0.0%, GPR55 antagonists -1%, NTR1 agonist 1.1, Large T inhibition 0%, MgcRacGAP inhibition 10%, GPR35 antagonists 6%, LYP inhibition -10%, Lipid droplet 4, Lipid droplet cells 6.5 µM 786, T cell modulator vesicle-bound % 15 and NTR1 agonist cell count 20 µM 85.
For COC(=O)Cc1csc(/N=C/c2c(O)n(-c3cccc(C(F)(F)F)c3)c(=O)c3ccccc23)n1 the results were T cell modulator inactive, GPR55 beta-arrestin -0.1%, GPR55 antagonists 11%, NTR1 agonist 2.1, Large T inhibition 8%, MgcRacGAP inhibition 6%, GPR35 antagonists 20%, LYP inhibition -7%, Lipid droplet -17, Lipid droplet cells 6.5 µM 760, T cell modulator vesicle-bound % 46 and NTR1 agonist cell count 20 µM 81.
For O=C(Cc1c(F)cccc1Cl)Nc1ccccc1C(=O)N1CCOCC1 the results were T cell modulator inactive, GPR55 beta-arrestin 0.4%, GPR55 antagonists 0%, NTR1 agonist 0.0, Large T inhibition 3%, MgcRacGAP inhibition 8%, GPR35 antagonists -6%, LYP inhibition -7%, Lipid droplet -9, Lipid droplet cells 6.5 µM 862, T cell modulator vesicle-bound % 59 and NTR1 agonist cell count 20 µM 81.
`COc1ccc(-c2csc(Cc3nnc(N4CCOCC4)n3-c3ccccc3)n2)cc1OC` gave T cell modulator inactive, GPR55 beta-arrestin 0.0%, GPR55 antagonists 6%, NTR1 agonist -0.4, Large T inhibition 5%, MgcRacGAP inhibition 9%, GPR35 antagonists -16%, LYP inhibition -8%, Lipid droplet -8, Lipid droplet cells 6.5 µM 732, T cell modulator vesicle-bound % 22 and NTR1 agonist cell count 20 µM 56.
For CN1C(=O)NC(c2ccc(Cl)cc2)C2=C1CC(C)(C)CC2=O (centres undefined) the results were T cell modulator inactive, GPR55 beta-arrestin -0.1%, GPR55 antagonists -2%, NTR1 agonist 0.4, Large T inhibition 5%, MgcRacGAP inhibition 4%, GPR35 antagonists -6%, LYP inhibition 1%, Lipid droplet -12, Lipid droplet cells 6.5 µM 401, T cell modulator vesicle-bound % 33 and NTR1 agonist cell count 20 µM 86.
`O=C(C[n+]1cc(-c2ccc(F)cc2)n2c1CCC2)N1c2ccccc2Sc2ccccc21` gave T cell modulator inactive, GPR55 beta-arrestin 0.6%, GPR55 antagonists 10%, NTR1 agonist -1.7, Large T inhibition 24%, MgcRacGAP inhibition 6%, GPR35 antagonists 5%, LYP inhibition -9%, Lipid droplet -68, Lipid droplet cells 6.5 µM 601, T cell modulator vesicle-bound % 41 and NTR1 agonist cell count 20 µM 63.
Screening Cc1oc2c(CN3CCOCC3)c(O)ccc2c(=O)c1-c1ccccc1 returned T cell modulator inactive, GPR55 beta-arrestin 0.0%, GPR55 antagonists 17%, NTR1 agonist 0.0, Large T inhibition 5%, MgcRacGAP inhibition 3%, GPR35 antagonists 12%, LYP inhibition -11%, T cell modulator vesicle-bound % 30 and NTR1 agonist cell count 20 µM 64.
For C=CCC1NS(=O)(=O)OC2CCCCC12 (centres undefined) the results were T cell modulator inactive, GPR55 beta-arrestin 0.4%, GPR55 antagonists -5%, NTR1 agonist 0.1, Large T inhibition 5%, MgcRacGAP inhibition 5%, GPR35 antagonists 8%, LYP inhibition -12%, T cell modulator vesicle-bound % 13 and NTR1 agonist cell count 20 µM 76.
For COc1ccccc1NC(=O)c1ccc(NS(=O)(=O)c2ccc(F)c(F)c2F)cc1 the results were T cell modulator inactive, GPR55 beta-arrestin -0.4%, GPR55 antagonists 2%, NTR1 agonist 0.5, Large T inhibition 3%, MgcRacGAP inhibition 4%, GPR35 antagonists -6%, LYP inhibition -4%, Lipid droplet -1, Lipid droplet cells 6.5 µM 663, T cell modulator vesicle-bound % 37 and NTR1 agonist cell count 20 µM 63.
`Nc1nnnn1/N=C/c1cc(Cl)cc(Cl)c1O` gave T cell modulator inactive, GPR55 beta-arrestin -0.1%, GPR55 antagonists 10%, NTR1 agonist 3.0, Large T inhibition 14%, MgcRacGAP inhibition 12%, GPR35 antagonists -10%, LYP inhibition -1%, Lipid droplet -6, Lipid droplet cells 6.5 µM 766, T cell modulator vesicle-bound % 55 and NTR1 agonist cell count 20 µM 73.
For C=CCc1cc(OC)ccc1OCCN1CC(C)OC(C)C1 (centres undefined) the results were T cell modulator inactive, GPR55 beta-arrestin -0.1%, GPR55 antagonists -23%, NTR1 agonist 1.4, Large T inhibition 3%, MgcRacGAP inhibition 71µM*, GPR35 antagonists 16%, LYP inhibition -12%, Lipid droplet 0, Lipid droplet cells 6.5 µM 809, T cell modulator vesicle-bound % 57 and NTR1 agonist cell count 20 µM 59.
Screening COc1cccc(OC)c1C(=O)NC(=S)Nc1ccc2c(c1)C(=O)N(C)C2=O returned T cell modulator inactive, GPR55 beta-arrestin -0.8%, GPR55 antagonists -1%, NTR1 agonist 0.1, Large T inhibition 2%, MgcRacGAP inhibition 2%, GPR35 antagonists 1%, LYP inhibition -4%, Lipid droplet -4, Lipid droplet cells 6.5 µM 618, T cell modulator vesicle-bound % 47 and NTR1 agonist cell count 20 µM 46.

2 records picked at random from the list so far, as already listed:
For O=C(Oc1ccc([N+](=O)[O-])cc1)c1cc(-c2ccccc2)nc2ccccc12 the results were T cell modulator inactive, GPR55 beta-arrestin 2.3%, GPR55 antagonists 16%, NTR1 agonist -1.1, Large T inhibition 3%, MgcRacGAP inhibition 9%, GPR35 antagonists -4%, LYP inhibition -6%, T cell modulator vesicle-bound % 27 and NTR1 agonist cell count 20 µM 44.
For COc1ccccc1NC(=O)c1ccc(NS(=O)(=O)c2ccc(F)c(F)c2F)cc1 the results were T cell modulator inactive, GPR55 beta-arrestin -0.4%, GPR55 antagonists 2%, NTR1 agonist 0.5, Large T inhibition 3%, MgcRacGAP inhibition 4%, GPR35 antagonists -6%, LYP inhibition -4%, Lipid droplet -1, Lipid droplet cells 6.5 µM 663, T cell modulator vesicle-bound % 37 and NTR1 agonist cell count 20 µM 63.
